Screens as filed in PubChem.
GALK inh: blocks human galactokinase activity | Potency, µM (top dose mostly 57.5 µM), for the others: at the highest dose activity change, negative = inhibition, actives largely listed as inhibitors | actives 0.007% (n = 270,000) | Purified GALK, Kinase-Glo residual ATP luminescence | P51570 | AID 1868; also: potency is read from the fitted curve at half-maximal effect; % is scaled to controls: 0 for no effect and ±100 for the full control effect
Target sequence (P51570 whole entry, looked up): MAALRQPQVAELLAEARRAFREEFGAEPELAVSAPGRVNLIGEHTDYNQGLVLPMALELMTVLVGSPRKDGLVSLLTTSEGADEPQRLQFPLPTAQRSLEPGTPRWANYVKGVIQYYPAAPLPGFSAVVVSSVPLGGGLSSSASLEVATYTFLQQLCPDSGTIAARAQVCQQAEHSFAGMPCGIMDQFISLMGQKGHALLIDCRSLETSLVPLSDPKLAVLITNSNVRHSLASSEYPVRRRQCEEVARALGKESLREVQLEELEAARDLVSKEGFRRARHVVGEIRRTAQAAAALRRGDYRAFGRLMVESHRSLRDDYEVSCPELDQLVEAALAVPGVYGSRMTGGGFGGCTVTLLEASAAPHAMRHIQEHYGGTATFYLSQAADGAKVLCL
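Luminescence from leftover ATP (Ultra-Glo luciferase/luciferin) served as read-out after a 1 h room-temperature reaction of 5 nM GALK with 35 uM ATP and 100 uM galactose.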
PKM2 act: activators of human pyruvate kinase M2; P14618; purified PKM2, Kinase-Glo ATP luminescence, activation; response scale: 0% is enzyme alone, no compound; Potency, µM (series often up to 57.5 µM), without a hit: top-dose activation, usual class: activators; actives 0.34% (n = 260,000); AID 1631; also: potency is read from the fitted curve at half-maximal effect; % is scaled to controls: 0 for no effect and ±100 for the full control effect; nearly all actives have a fitted effect of over 55% in size
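hPK-M2, >95% pure; 0.1 mM ADP / 0.5 mM PEP final; imidazole pH7.2 buffer w/ 7 mM MgCl2, 50 mM KCl; 1 h RT; Kinase-Glo lum. Intermediate enzyme activity for dual inhibitor/activator qHTS.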
Menin MLL FP TR: inhibitors of human menin-MLL interaction, mutant MLL peptide; O00255; Menin + Texas Red MLL mutant peptide, fluorescence polarization; Potency, µM (highest dose often 61.6 µM), for the others: top-dose FP activity change, negative = inhibition, hits mostly inhibitors; actives 0.23% (n = 270,000); AID 1768; active = well fitted inhibition curve with a large enough effect in the polarisation, with a control signal flat, not every such curve was filed as active; inconclusive = small, poorly fitted or top-dose-only effect, or effect the other way, or a change in a side signal; inactive = no such curve, though single readings can be large or run the other way; the % refers to the polarisation; also: potency is read from the fitted curve at half-maximal effect; % of control where 0% means no effect; many of its hits are not listed in these tables
BCR signal inh: blocks chronic active B-cell receptor signaling | ABC-DLBCL IkBa-CBG/CBR reporter, luminescence ratio, 4 h | Potency, µM (highest dose often 46.1 µM), without a hit: top-dose ratio change, negative = lower green/red ratio, usual class: inhibitors | AID 493014 | actives 0.05% (n = 340,000); active = well fitted inhibition curve with a large enough effect in the signal ratio, with a control signal flat, not every such curve was filed as active; inconclusive = small, poorly fitted or top-dose-only effect, or effect the other way, or a change in a side signal; the % refers to the signal ratio;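 also: potency is read from the fitted curve at half-maximal effect; plate controls were basal doxycycline-induced cells for no effect and cells given 10 µM MG132 for full effect; MG132 reads +100%, hits lower the ratio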
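Cell line TMD8 (human ABC DLBCL), stably expressing tet-inducible CBG68-IkBa fusion and CBR; IMDM/0.5% FBS; cpd up to 46 uM; dox induction, 4 h, 37C/5% CO2; dual luminescence; green/red ratio; MG132 control.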
TSHR antagonist: human thyrotropin receptor antagonism | TSHR-expressing cells, TSH-stimulated cAMP HTRF, 2 h; active compounds read low | P16473 | actives 0.2% (n = 330,000) | activity change, negative = inhibition, % at 11.5 µM;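 active = activity change below a set negative limit, meaning inhibition stronger than a set level, cut at about -70% in these data; inconclusive = activity change between two set negative limits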; also: % is scaled to controls: 0 for no effect and ±100 for the full control effect
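Freshly harvested TSHR cells receive pin-tooled compound, then EC80 TSH at 4nM final. After 2 hours at 37 deg C, antibody in lysis buffer and cAMP-d2 are added; 30 minutes at ambient temperature precede the HTRF read.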
S-ASM inh: blocks human secretory acid sphingomyelinase; actives 0.006% (n = 340,000); P17405; Potency, µM (doses to about 57.5 µM), for the others: at the top dose activity change, negative = inhibition, actives largely listed as inhibitors; placental ASM, HMU-PC fluorogenic substrate, 60 min; also: potency is read from the fitted curve at half-maximal effect
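Human placenta-derived ASM preincubated with compound 10 min at room temperature, then reacted with 9 uM (final) fluorogenic HMU-PC substrate for 60 min at 37 C. Stop solution raises pH to 10; fluorescence read at Ex 386/Em 447 nm.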
USP2a inh: blocks human ubiquitin-specific protease USP2a. O75604. USP2 core, Ub-CHOP2 coupled fluorogenic reporter, 485/531. Potency, µM (top dose mostly 38.3 µM), for inactives: top-dose activity change, negative = inhibition, most hits filed as inhibitors. actives 0.01% (n = 330,000). AID 463254;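 also: potency is read from the fitted curve at half-maximal effect; plate controls were DMSO wells for no effect and full inhibition by NEM control for full effect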
Target sequence (O75604 whole entry, looked up): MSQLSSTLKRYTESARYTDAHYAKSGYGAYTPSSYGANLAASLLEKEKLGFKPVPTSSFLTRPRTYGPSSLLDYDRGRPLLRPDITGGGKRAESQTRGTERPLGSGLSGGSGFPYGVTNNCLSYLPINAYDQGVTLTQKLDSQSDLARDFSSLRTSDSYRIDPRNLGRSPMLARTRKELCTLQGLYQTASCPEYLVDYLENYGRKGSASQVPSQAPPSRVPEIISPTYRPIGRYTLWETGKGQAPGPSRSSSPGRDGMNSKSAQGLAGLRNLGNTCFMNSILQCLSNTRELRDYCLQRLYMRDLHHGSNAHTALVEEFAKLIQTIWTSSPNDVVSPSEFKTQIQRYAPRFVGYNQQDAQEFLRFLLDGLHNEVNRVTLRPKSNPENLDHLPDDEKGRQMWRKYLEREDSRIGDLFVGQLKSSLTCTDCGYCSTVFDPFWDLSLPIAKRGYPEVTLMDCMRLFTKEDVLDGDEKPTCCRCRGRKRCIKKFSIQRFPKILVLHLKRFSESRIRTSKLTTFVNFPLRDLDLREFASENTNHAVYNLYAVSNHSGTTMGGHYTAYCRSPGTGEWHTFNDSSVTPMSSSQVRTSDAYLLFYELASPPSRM
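USP2 core (10nM final) preincubated 30min RT with compound in 20mM Tris-HCl pH 8.0, 2mM CaCl2, 2mM beta-mercaptoethanol, 0.05% CHAPS; 25nM Ub-CHOP2 plus 25nM reporter substrate added, fluorescence (Ex485/Em531) read after 60min.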
MBNL1-CUG inh: inhibitors of human MBNL1 binding to CUG repeat RNA; Q9NR56; actives 0.036% (n = 280,000); TR-FRET MBNL1-His/biotin-(CUG)12 binding, 665/545 ratio; Potency, µM (top dose mostly 57.5 µM), for the others: at the highest dose activity change, negative = inhibition, actives largely listed as inhibitors; active = well fitted inhibition curve with a large enough effect in the signal ratio, with a control signal flat, not every such curve was filed as active; inconclusive = small, poorly fitted or top-dose-only effect, or effect the other way, or a change in a side signal; inactive = no such curve, though single readings can be large or run the other way; the % refers to the signal ratio; also: potency is read from the fitted curve at half-maximal effect; % is scaled to controls: 0 for no effect and ±100 for the full control effect
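TR-FRET readout: Ex 340 nm, 665/545 nm emission ratio, normalized to buffer-only (basal) and MBNL1-(CUG)12 controls. Complex of MBNL1-His with Biotin-(CUG)12, compounds 92 nM–58 uM, incubated 60 min at room temperature.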
Eya2 inh: Eya2 (human) phosphatase inhibition | O00167 | recombinant Eya2, OMFP fluorescence dephosphorylation (OMFP is methylfluorescein phosphate) | Potency, µM (doses to about 76.9 µM), without a hit: top-dose activity, negative = inhibition, most hits filed as inhibitors | actives 0.006% (n = 330,000) | AID 488837; also: potency is read from the fitted curve at half-maximal effect; % is scaled to controls: 0 for no effect and ±100 for the full control effect
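Eya2 (0.2 uM) preincubated 10 min at ambient with compound, then OMFP substrate added at 50 uM; 10 min reaction in 50 mM HEPES pH 7.5, 50 mM NaCl, 5 uM MgCl2, 0.05% BSA, 1 mM DTT. Fluorescence read at Ex 485/Em 525 nm.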
hERG WT inh: inhibitors of human wildtype KCNH2 potassium channel. Q12809. U2OS, BacMam KCNH2, thallium flux FluxOr; active compounds read low. AID 720551. actives 0.37% (n = 340,000). activity change, % at 1.84 µM;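 active = maximum activity change below -70%; inconclusive = maximum activity change between -70% and -50%; inactive = maximum activity change above -50%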; also: % is scaled to controls: 0 for no effect and ±100 for the full control effect
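U2OS cells transduced with wild-type KCNH2 virus are loaded with FluxOr dye for 45 min, and thallium flux is measured in kinetic reads before and after stimulation buffer. Rate constants are normalized to DMSO controls.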
Mito fusion yeast: mitochondrial division inhibition or fusion activation; S. cerevisiae fusion-defective mutant growth rescue, CellTiterGlo 48 h; Potency, µM (doses to about 46.1 µM), for inactives: top-dose growth rescue (activation), usual class: activators; actives 0.23% (n = 320,000);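 also: potency is read from the fitted curve at half-maximal effect; % of control where 0% means no effect; nearly all actives have a fitted effect of over 45% in size; temperature-sensitive fusion mutants such as fzo1-1 at 37 °C on non-fermentable ethanol glycerol medium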
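Temperature-sensitive fusion-defective S. cerevisiae (e.g. fzo1-1, mgm1-5) were grown with compound in YPEG medium (3% ethanol, 3% glycerol) for 48 hours at 37C. Growth rescue was measured as viability by CellTiterGlo luminescence after 10 minutes at ambient.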
An asterisk follows results filed as active; [ ] = dose if it differs, or a comment. Unless noted, calls follow the shape of the dose curve; as a rule, active = well fitted curve in the direction sought with a large enough effect; inconclusive = small, poorly fitted or top-dose-only effect, or another doubt; inactive = no such curve, though single readings can be large; an effect the other way counts as inactive or inconclusive.

Results for COCCCn1c(=NC(=O)c2ccncc2)c(C#N)cc2c(=O)n3cccc(C)c3nc21 ?
GALK inh: 0%; PKM2 act: -1%; Menin MLL FP TR: 3%; BCR signal inh: -2%; TSHR antagonist: -8; USP2a inh: 2%; MBNL1-CUG inh: inconclusive; Eya2 inh: -1%; hERG WT inh: -1; Mito fusion yeast: -1%

Results for CC(C)N1C(=O)S/C(=C\c2ccc(-c3ccc(Cl)c(C(=O)O)c3)o2)C1=O ?
GALK inh: 4%; PKM2 act: -1%[11.5 µM]; Menin MLL FP TR: inconclusive; BCR signal inh: inconclusive; TSHR antagonist: -27; S-ASM inh: 48%[activator]; USP2a inh: 2%; MBNL1-CUG inh: 24%; Eya2 inh: 1%; hERG WT inh: -10; Mito fusion yeast: 7%

How did CN(C)c1ncc(/C=C2/C(=O)NC(=S)N(C3CCCCC3)C2=O)cn1 do in these assays?
GALK inh: 1%; PKM2 act: 16%; Menin MLL FP TR: inconclusive; BCR signal inh: 1%; TSHR antagonist: -10; USP2a inh: 0%; MBNL1-CUG inh: 3%; Eya2 inh: 7%; Mito fusion yeast: -1%

How did CCc1onc(C)c1C(=O)O do in these assays?
GALK inh: 10%; Menin MLL FP TR: -1%; BCR signal inh: -2%; TSHR antagonist: -5; S-ASM inh: 7%; USP2a inh: 2%; MBNL1-CUG inh: -4%; Eya2 inh: 0%; hERG WT inh: -7; Mito fusion yeast: 3%

Results for COc1ccc(OC)c(NC(=O)c2c(NC(=O)CCC(=O)O)sc3c2CCCCC3)c1 ?
PKM2 act: -1%; Menin MLL FP TR: inconclusive; BCR signal inh: -4%; TSHR antagonist: -17; S-ASM inh: 9%; USP2a inh: -1%; MBNL1-CUG inh: 10%[11.5 µM]; Eya2 inh: -7%; hERG WT inh: 20; Mito fusion yeast: 18%

Results for O=C(CNC(=O)c1cccc(OC(F)F)c1)OCn1nnc2ccccc2c1=O ?
GALK inh: 1%; PKM2 act: -10%; Menin MLL FP TR: 10%; BCR signal inh: -1%; TSHR antagonist: 12; S-ASM inh: 0%; USP2a inh: -4%; MBNL1-CUG inh: -6%; Eya2 inh: 2%; hERG WT inh: -7; Mito fusion yeast: -3%

What do the screens show for `CC(=O)N1CCN(c2ccc(NCc3ccc(C(C)C)cc3)cc2)CC1`?
GALK inh: 0%; PKM2 act: 29%; Menin MLL FP TR: -27%; BCR signal inh: -1%; TSHR antagonist: -15; S-ASM inh: -2%; USP2a inh: -1%; MBNL1-CUG inh: 17%; Eya2 inh: -1%; hERG WT inh: 8; Mito fusion yeast: -6%

Results for Nc1ccc(S(=O)(=O)Nc2nccc(/C=C/c3ccc(Cl)cc3)n2)cc1 ?
GALK inh: 0%; PKM2 act: -1%; Menin MLL FP TR: inconclusive; BCR signal inh: 3%; TSHR antagonist: -1; S-ASM inh: 1%; USP2a inh: -1%; MBNL1-CUG inh: 3%; Eya2 inh: 2%; hERG WT inh: 1; Mito fusion yeast: 10%

What do the screens show for `COCCCNCC1C(Oc2ccc(Cl)cc2)C(=O)N1c1ccccc1C` (configuration not stated)?
GALK inh: 0%; PKM2 act: -7%; Menin MLL FP TR: -7%; BCR signal inh: -10%; TSHR antagonist: 8; S-ASM inh: 3%; USP2a inh: 2%; Eya2 inh: -4%; hERG WT inh: 1; Mito fusion yeast: -4%

Results for COc1cc2c(cc1OC)-c1nnc(C)n1C1(CCCC1)C2 ?
GALK inh: 0%; PKM2 act: -7%; Menin MLL FP TR: -6%; BCR signal inh: -1%; TSHR antagonist: 7; S-ASM inh: 0%; USP2a inh: 3%; MBNL1-CUG inh: -5%; Eya2 inh: -2%; hERG WT inh: 2; Mito fusion yeast: -5%

How did Cc1ccc(N(C)S(=O)(=O)c2cccc(C(=O)OCC(=O)c3c(N)n(C)c(=O)n(C)c3=O)c2)cc1 do in these assays?
BCR signal inh: 0%; TSHR antagonist: -20; S-ASM inh: inconclusive; USP2a inh: -2%; Eya2 inh: -8%; hERG WT inh: -1

What do the screens show for `Cc1cc(C)cc(NC(=O)COC(=O)CNC(=O)C2CCCCC2)c1`?
BCR signal inh: -1%; TSHR antagonist: -9; S-ASM inh: -1%; USP2a inh: 5%; Eya2 inh: 16%; hERG WT inh: -4; Mito fusion yeast: 0%

What do the screens show for `O=C(N/N=C/c1ccc2c(c1)OCO2)c1ccc(COCC(F)(F)C(F)F)cc1`?
GALK inh: 8%; PKM2 act: -7%; BCR signal inh: inconclusive; TSHR antagonist: 2; S-ASM inh: 8%; USP2a inh: 2%; MBNL1-CUG inh: 4%; Eya2 inh: 7%; hERG WT inh: 1; Mito fusion yeast: 0%

Results for Cc1cnc(NCCc2ccccc2)s1 ?
GALK inh: 4%; PKM2 act: 0%; Menin MLL FP TR: -2%; BCR signal inh: 2%; TSHR antagonist: -6; S-ASM inh: -1%; USP2a inh: -2%; MBNL1-CUG inh: -4%; Eya2 inh: -4%; hERG WT inh: -7; Mito fusion yeast: -10%

Results for COc1ccc(Cc2nc3ccc(C(=O)NC(C)c4cn(C)nc4C)cc3o2)cc1 (configuration not stated) ?
GALK inh: 2%; BCR signal inh: -19%; TSHR antagonist: -2; S-ASM inh: -2%; USP2a inh: 3%; MBNL1-CUG inh: 0%; Eya2 inh: 2%; hERG WT inh: -14; Mito fusion yeast: -1%

Results for COc1ccc(C(=O)NCc2ccccn2)cc1[N+](=O)[O-] ?
GALK inh: 15%; PKM2 act: -3%; Menin MLL FP TR: 4%; BCR signal inh: 0%; TSHR antagonist: -1; S-ASM inh: 5%; USP2a inh: 1%; MBNL1-CUG inh: inconclusive; Eya2 inh: -4%; hERG WT inh: 1; Mito fusion yeast: 0%

How did Cc1ccc(NC2CCCN(C(=O)c3snnc3C)C2)cc1C (configuration not stated) do in these assays?
GALK inh: 5%; BCR signal inh: 7%; TSHR antagonist: 30; S-ASM inh: 2%; USP2a inh: 0%; MBNL1-CUG inh: -6%; Eya2 inh: -12%; hERG WT inh: 5; Mito fusion yeast: 4%

What do the screens show for `CCCn1c(SCC(=O)c2cc(C)n(-c3cc(C)on3)c2C)n[nH]c1=O`?
BCR signal inh: -8%; TSHR antagonist: -15; S-ASM inh: -1%; USP2a inh: -3%; Eya2 inh: 21%; hERG WT inh: -2; Mito fusion yeast: 4%

What do the screens show for `Cc1onc(-c2c(F)cccc2Cl)c1C(=O)NCCN1CCNC1=O`?
GALK inh: -3%; PKM2 act: -1%; BCR signal inh: -19%; TSHR antagonist: 36; S-ASM inh: 1%; USP2a inh: 2%; Eya2 inh: -19%; hERG WT inh: -1; Mito fusion yeast: -3%

Results for COc1ccc(C(=O)N2CCN(C(=O)c3ccco3)CC2)cc1OC ?
GALK inh: 0%; PKM2 act: -8%; Menin MLL FP TR: 21%; BCR signal inh: -4%; TSHR antagonist: 5; S-ASM inh: 3%; USP2a inh: 0%; MBNL1-CUG inh: 1%; Eya2 inh: -11%; hERG WT inh: 4; Mito fusion yeast: -4%

How did CCCOCCc1nnc(N)s1 do in these assays?
GALK inh: 0%; PKM2 act: -1%; BCR signal inh: -6%; TSHR antagonist: 2; S-ASM inh: -1%; USP2a inh: -10%; MBNL1-CUG inh: -4%; Eya2 inh: inconclusive; hERG WT inh: -4; Mito fusion yeast: -5%

An excerpt; count on the stated rates, not on these rows.
